Bioassay records: PubChem BioAssay, National Center for Advancing Translational Sciences (NCATS)
ERG Ets-DNA blk: inhibitors of human ERG Ets domain-DNA interaction | P11308 | fluorescence polarization, His-ERG Ets domain / labelled DNA | Potency, µM (series often up to 76.9 µM), for inactives: at the highest dose FP activity, negative = inhibition, hits mostly inhibitors | 370,000 tested, 0.028% active | AID 624246; active = well fitted inhibition curve with a large enough effect in the polarisation, with a control signal flat; inconclusive = small, poorly fitted or top-dose-only effect, or effect the other way, or a change in a side signal; inactive = no such curve, though single readings can be large or run the other way; the % refers to the polarisation;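 note: polarization taken with two DNA probes labelled with fluorescein and Texas red; potency is the fitted concentration of half-maximal effect; % of control where 0% means no effect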
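His-tagged ERG Ets domain (1 uM in the protein solution; 300mM KCl, 50mM Tris-HCl, 1mM EDTA, 1mM DTT, pH 7.5) received compound, then a probe mix of 5 nM fluorescein-DNA and 100nM Texas-615-DNA. Fluorescence polarization was read for both dyes.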
JMJD2A Tudor: blocks the human JMJD2A Tudor domain; 390,000 tested, 4.4% active; O75164; AlphaScreen JMJD2A-Tudor / H3K4me3 peptide binding; Potency, µM (highest dose often 114 µM), without a hit: top-dose activity change, negative = inhibition, most hits filed as inhibitors; note: potency is the fitted concentration of half-maximal effect; % is set by controls: 0 for no effect and ±100 for the full control effect; nearly all actives have a fitted effect of over 50% in size
G9a block: G9a (human) methyltransferase inhibition | Potency, µM (highest dose often 102 µM), inactives show at the top dose activity, negative = inhibition, usual class: inhibitors | 350,000 tested, 8.8% active | Q96KQ7 | G9a H3K9 monomethylation, AlphaScreen, 2 h; note: potency is the fitted concentration of half-maximal effect; % is set by controls: 0 for no effect and ±100 for the full control effect; nearly all actives have a fitted effect of over 75% in size
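AlphaScreen read-out: biotin-H3K9 peptide (500 nM) methylation by 20 nM enzyme with 20 uM SAM, 2 h at room temperature after 15 min compound preincubation; anti-monomethyl H3K9 antibody plus donor/acceptor beads, 10 min dark.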
Pin1 inhibitor: human Pin1 inhibition | Q13526 | AID 504891 | Pin1 FP peptide displacement, HiFluor488, 10 min | 390,000 tested, 0.009% active | Potency, µM (top dose mostly 115 µM), for inactives: at the highest dose activity, negative = inhibition, hits mostly inhibitors; active = well fitted inhibition curve with a large enough effect in the polarisation, with a control signal flat, not every such curve was filed as active; inconclusive = small, poorly fitted or top-dose-only effect, or effect the other way, or a change in a side signal; inactive = no such curve, though single readings can be large or run the other way; the % refers to the polarisation; note: potency is the fitted concentration of half-maximal effect; % is set by controls: 0 for no effect and ±100 for the full control effect
Target sequence (Q13526 whole entry, looked up): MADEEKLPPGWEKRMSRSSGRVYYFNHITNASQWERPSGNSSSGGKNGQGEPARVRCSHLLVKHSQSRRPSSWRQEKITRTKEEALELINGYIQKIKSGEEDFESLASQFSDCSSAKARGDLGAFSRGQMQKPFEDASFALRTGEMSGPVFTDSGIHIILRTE
HP1b chromo inh: blocks HP1-beta chromodomain binding to methylated histone tails; P83916; AlphaScreen HP1-beta / biotin-H3K9me3 peptide binding; Potency, µM (top dose mostly 114 µM), for the others: top-dose activity change, negative = inhibition, actives largely listed as inhibitors; 390,000 tested, 0.56% active; note: potency is the fitted concentration of half-maximal effect; nearly all actives have a fitted effect of over 70% in size; inactives centre near 23
Target sequence (P83916 whole entry, looked up): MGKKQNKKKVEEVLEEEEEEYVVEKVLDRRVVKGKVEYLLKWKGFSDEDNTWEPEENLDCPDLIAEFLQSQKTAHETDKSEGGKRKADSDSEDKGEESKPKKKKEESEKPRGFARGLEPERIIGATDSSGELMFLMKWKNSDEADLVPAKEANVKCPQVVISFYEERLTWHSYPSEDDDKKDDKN
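AlphaScreen: HP1-beta (50 nM) preformed 30 min with biotin-H3(1-18)K9me3 peptide (50 nM) in PBS pH 7.4, 0.01% Tween-20. Compound added for 30 min at RT, then streptavidin donor/nickel chelate acceptor beads (10 ug/mL) for 30 min.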
BAZ2B inh: inhibitors of human BAZ2B bromodomain; AlphaScreen BAZ2B-H3K14Ac peptide displacement; 360,000 tested, 4.4% active; Potency, µM (titrated, usually from 114 µM), without a hit: at the highest dose activity change, negative = inhibition, actives largely listed as inhibitors; Q9UIF8; note: potency is the fitted concentration of half-maximal effect; % is set by controls: 0 for no effect and ±100 for the full control effect; nearly all actives have a fitted effect of over 60% in size
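AlphaScreen luminescence quantifies BAZ2B engagement of H3K14Ac peptide; the protein and biotinylated peptide are both at 50 nM final, buffer PBS pH 7.4 with 0.01% Tween-20, all steps at room temperature.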
PI4K2A block: inhibitors of human PI4K2A; Q9BTU6; purified PI4K2A, ADP-Glo luminescence, 1 h; active compounds read low; activity change, negative = inhibition, % at 76.9 µM; 420,000 tested, 0.13% active; in the data active = activity change below about -50%; inconclusive = mostly about -30% to -49%;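 note: -100% = wells without enzyme as full effect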
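PI4K2A activity was measured by ADP-Glo luminescence: enzyme (4 ug/mL stock) and phosphatidylinositol (1.2 mM stock) in Tris pH 7.5/MgCl2/EGTA/Triton X-100 buffer were reacted with ATP (300 microM stock) for one hour at ambient temperature.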
GLS inh: blocks human kidney-isoform glutaminase activity | Potency, µM (top dose mostly 45.5 µM), inactives show at the highest dose activity change, negative = inhibition, most hits filed as inhibitors | GLS enzymatic activity, qHTS titration | O94925 | AID 624170 | 410,000 tested, 0.21% active; note: potency is the fitted concentration of half-maximal effect; % is set by controls: 0 for no effect and ±100 for the full control effect
Target sequence (O94925 whole entry, looked up, canonical isoform): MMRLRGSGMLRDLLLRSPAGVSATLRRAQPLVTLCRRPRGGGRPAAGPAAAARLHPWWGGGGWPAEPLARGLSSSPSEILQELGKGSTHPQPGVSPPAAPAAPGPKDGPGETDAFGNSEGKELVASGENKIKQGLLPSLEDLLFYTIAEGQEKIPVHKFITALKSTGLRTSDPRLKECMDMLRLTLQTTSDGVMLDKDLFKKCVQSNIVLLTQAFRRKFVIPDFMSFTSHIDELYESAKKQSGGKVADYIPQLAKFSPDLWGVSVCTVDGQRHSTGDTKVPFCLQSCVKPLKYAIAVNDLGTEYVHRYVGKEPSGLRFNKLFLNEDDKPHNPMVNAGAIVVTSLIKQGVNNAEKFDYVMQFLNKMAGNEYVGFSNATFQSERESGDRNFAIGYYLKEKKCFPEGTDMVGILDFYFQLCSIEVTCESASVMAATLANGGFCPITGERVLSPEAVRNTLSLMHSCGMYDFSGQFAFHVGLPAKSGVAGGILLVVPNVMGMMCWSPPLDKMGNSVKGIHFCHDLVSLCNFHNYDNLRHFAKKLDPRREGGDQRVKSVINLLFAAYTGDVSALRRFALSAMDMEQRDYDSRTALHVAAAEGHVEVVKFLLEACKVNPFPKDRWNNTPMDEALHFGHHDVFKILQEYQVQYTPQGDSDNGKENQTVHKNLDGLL
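Compounds were pin-transferred onto hKGA, after which L-glutamine (1 mM solution) and a detection mix of glutamate oxidase, HRP and Amplex Red were added. Initial and 30 min RT fluorescence reads were collected.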
Tb PGK inh: T. brucei PGK inhibition; P07378; PGK/GAPDH coupled, Kinase-Glo luminescence, 60 min; Potency, µM (doses to about 57.5 µM), for the others: at the top dose activity change, negative = inhibition, hits mostly inhibitors; 380,000 tested, 0.043% active; AID 602233; note: potency is the fitted concentration of half-maximal effect; % is set by controls: 0 for no effect and ±100 for the full control effect; nearly all actives have a fitted effect of over 60% in size
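Luminescent ATP detection (Kinase-Glo Plus) follows a 60-minute room-temperature incubation, with wells lacking PGK as controls. Buffer: 100 mM TEA (pH 7.6), 5 mM MgCl2, 0.01% Tween-20. Coupling enzyme GAPDH (100 nM final) supplies unstable 1,3-BPG in-well.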
Numbers without * were called inactive; i = inactive; ? = inconclusive; . = no result given; & = joins results of further samples; [ ] = dose if it differs, or a comment. Unless noted, calls come from the whole dose curve; as a rule, active = well fitted curve in the direction sought with a large enough effect; inconclusive = small, poorly fitted or top-dose-only effect, or another doubt; inactive = no such curve, though single readings can be large; an effect the other way counts as inactive or inconclusive.

compound	ERG Ets-DNA blk	G9a block	HP1b chromo inh	Pin1 inhibitor	BAZ2B inh	PI4K2A block	GLS inh	Tb PGK inh	JMJD2A Tudor
O=C(N/N=C/c1cccc(C(F)(F)F)c1)c1cc2c(s1)-c1ccccc1CC2	-9.6%	4.5%[59 µM]	63.2%[activator]	-11.9%	7.7%	6.9	-15.5%	i	21.5%
O=C(Nc1ccc(S(=O)(=O)N2CCCCC2)cc1)c1ccccc1Cl	-4.5%	4.3%	-2.5%	5.2%	2.4%	-1.5	25.2%	-4.2%	?
CC(NC(=O)CN(C)CC(=O)Nc1cccc(F)c1)c1ccccc1 (centres undefined)	-4.4%	-9.0%[59 µM]	?	0.0%	13.2%	0.2	1.4%	0.7%	-6.8%
Cc1ccc(CNS(=O)(=O)c2c(C)[nH]c(=O)[nH]c2=O)cc1	-4.0%	9.9%	46.8%[activator]	-0.1%	0.2%	-2.3	-0.5%	1.4%	1.1%
O=C1c2ccccc2S(=O)(=O)N1CC1CC(c2ccc(Cl)cc2)=NO1 (centres undefined)	1.2%	-5.9%	33.4%	19.6%	-1.3%	-1.2	-0.1%	-10.7%	2.1%
O=C(CSc1n[nH]c(=O)n1C1CC1)Nc1ccccc1	15.2%	14.1%[12.7 µM]	36.6%	3.0%	-0.4%	-0.6	-1.0%	-3.1%	11.7%
CSc1ccc(CN(C)CC(=O)NC(=O)NCCC2=CCCCC2)cc1	.	?	75.8%	-0.3%	18.3%	-1.3	5.6%	7.6%	11.4%
O=C(NCCO[N+](=O)[O-])c1cccnc1	5.5%	-4.6%[12.7 µM]	56.3%[activator]	-0.7%	-14.9%	-3.6&0.5	-4.7%&-3.2%	-7.5%	-5.5%
CN(C)c1ccc(NC2=C(Cl)C(=O)c3ccccc3C2=O)cc1	-15.5%	2.24µM*	5.01µM*	?	2.51µM*	?	3.8%	-14.4%	6.31µM*
O=C(Nc1cc(S(=O)(=O)N2CCOCC2)ccc1-n1cncn1)c1ccc(Cl)cc1	-1.9%	?	45.6%[activator]	-8.8%	-13.5%	5.7	-0.1%	-5.4%	-22.8%[11.4 µM]
COc1ccc(NC(=O)c2c(Nc3ccccc3)sc(C(=O)c3ccc(F)cc3)c2N)cc1	8.7%	?	-31.5%	-9.7%	?	-0.7	0.7%	i	44.7µM*
O=C(CCN1CCN(c2ccc(Cl)cc2)CC1)Nc1ccccc1F	8.8%	-16.4%	4.8%	-1.1%	-30.6%	-5.8	12.9%	i	-23.0%
Cc1nc2cccnc2n1-c1cccc(C(=O)N2CCN(c3ccc(Cl)cc3)CC2)c1	0.9%	-4.3%[59 µM]	10.9%	0.7%	?	1.9	6.6%	-8.7%	?
COc1cc(-c2nc3cnccn3c2Nc2c(C)cccc2C)ccc1O	.	-4.9%[2.33 µM]	25.4%	0.1%	3.4%	0.5	99.0%[activator]	-0.4%	-5.2%
Cc1ccc(C)c(Oc2nc3c(c(=O)n(C)c(=O)n3C)n2Cc2ccccc2)c1	-1.1%	-45.0%[59 µM]	0.0%	4.9%	-34.8%	-3.7	4.2%	i	-23.9%
Cc1ccc(-c2nnc(SCC(=O)N3CC(C)CC(C)C3)o2)cc1C (centres undefined)	-14.7%	-3.1%[59 µM]	39.5%[activator]	-1.8%	9.0%	3.8	-2.5%	i	3.5%
O=C(NCc1ccc(F)cc1)c1ccc2oc(=O)n(Cc3ccccc3)c2c1	1.0%	-4.7%[12.7 µM]	39.9%	-0.1%	-1.7%	2.8	2.9%	-8.7%	14.9%
COc1cccc(NC(=O)CN(C)C(=O)c2ccccc2OCc2c(C)noc2C)c1	-4.8%	7.94µM*	8.9%	-1.4%	10.1%	0.3	4.4%	5.4%	-7.8%
CCOC(=O)c1c(C)[nH]c(CCC(=O)NCc2cccc(OC)c2)c1C	0.1%	-1.6%[59 µM]	8.1%[57 µM]	-2.2%	3.6%	-1.3	-3.9%	-0.4%	-29.9%
CSc1nsc(SCC(=O)Nc2ccccc2F)n1	-11.2%	12.3%	21.0%	1.5%	-1.8%	-3.7	-0.4%	2.2%	8.8%
CCN1CCN(CCNC(=O)c2cn(Cc3ccccc3F)nn2)CC1	-1.3%	24.2%[59 µM]	24.4%	-1.3%	-1.6%	-2.5	-8.3%	i	-8.8%
O=S(=O)(Nc1nc2ccccc2nc1Cl)c1ccccc1	2.7%	39.8µM*	24.7%	-4.1%	2.8%	-2.7	1.6%	10.0%	-0.4%
CC(C)c1ccc(-c2nnn(Cc3nc4ccccc4s3)n2)cc1	-4.2%	87.5%[activator][59 µM]	95.0%[activator]	3.4%	72.5%[activator]	0.6	6.6%	7.6%	69.2%[activator]
COc1ccc(N2CCN(C(=O)[C@H](Cc3c[nH]c4ccccc34)NC(C)=O)CC2)cc1	5.7%	?	8.7%	-2.0%	?	-0.4	-10.1%	-0.6%	-28.9%
Cn1c(C(=O)O)cc2c(=O)n3ccccc3nc21	-10.0%	15.5%[59 µM]	29.9%	-4.7%	-2.1%	4.1	6.1%	4.3%	-5.6%
CN(CCCCOc1ccc(F)cc1)Cc1ccccc1	-0.6%	.	?	3.8%	79.4µM*	8.6	-7.3%	-9.6%	22.4µM*
O=C(O)CCC(=O)N1CCc2cc(S(=O)(=O)NCc3cccs3)ccc21	2.8%	-15.8%[59 µM]	18.4%	10.3%	-32.2%	-6.5	7.5%	-4.4%	-13.6%
CC1CCCN(Cc2nc3c(c(=O)n(C)c(=O)n3C)n2CCc2ccccc2)C1 (centres undefined)	0.9%	-3.6%[12.7 µM]	41.2%	2.3%	0.2%	-2.4	24.0%	9.6%	-7.2%
COCCNS(=O)(=O)c1ccccc1	-2.0%	4.6%	24.2%	1.5%	-15.8%	-2.4	-2.9%	-10.1%	-3.8%
Cc1occc1C(=O)N1N=C(C2CC2)CC1(O)C(F)(F)F (centres undefined)	8.8%	28.9%	40.0%[activator]	0.5%	6.9%[57.1 µM]	-1.8	5.8%	-6.7%	-5.4%
O=C(NCc1ccccc1Cl)c1cc2ccccc2o1	-2.7%	38.8%[59 µM]	109.5%[activator]	1.1%	73.7%[activator]	1.5	-0.3%	-6.8%	14.5%
COC(=O)C(CC(=O)CNC(=O)c1ccccc1)NC(=O)c1ccccc1 (centres undefined)	2.5%	.	-22.9%	-3.6%	.	13.4	-23.6%	-3.0%	-13.1%
CCOC(=O)C(=CNc1ccc(N2CCCCC2)c(S(=O)(=O)Nc2ccccc2OC)c1)C(=O)OCC	-21.5%	.	?	-4.2%	.	-0.5	-7.2%	-8.4%	?
COCCCn1c(SCC(=O)N2CCOCC2)nc2ccccc2c1=O	6.0%	?	21.3%	-3.9%	-0.1%	5.5	-5.7%	-11.7%	-6.4%
Cc1cccc(C)c1OCC(C)N (centres undefined)	-5.4%	-2.3%[59 µM]	19.1%	0.1%	-36.3%	5.9&-0.3&-1.8	-16.7%&8.4%	-4.5%	-23.7%
COc1ccc(S(=O)(=O)NC2CC(=O)N(c3ccc4c(c3)OCCO4)C2)cc1 (centres undefined)	-6.1%	9.5%	-0.8%	-9.9%	-28.9%	1.4	2.8%	i	-11.8%
CS(=O)(=O)C1=NN2C(=N)/C(=C\c3ccc(OC(=O)c4ccco4)cc3)C(=O)N=C2S1	-5.2%	44.7µM*	26.2%	1.6%	50.1µM*	4.0	3.0%	7.4%	-10.7%
O=C(C[n+]1ccc(C(=O)N/N=C/c2ccc(O)cc2)cc1)c1ccccc1	5.7%	14.1µM*	33.8%	10.7%	?	-1.5	2.4%	6.5%	-21.9%
O=C(CN1CCN(C(c2ccccc2)c2ccccc2)CC1)N1N=CCC1c1ccccc1 (centres undefined)	1.0%	?	10.1%	-1.0%	-31.3%	3.7	4.3%	2.9%	-14.2%
COc1cccc(N(CC(=O)N2CCN(C)CC2)S(=O)(=O)c2ccccc2)c1	.	12.0%[59 µM]	22.8%	2.7%	.	2.8	17.8%	4.0%[11.5 µM]	-7.1%
CC(C)CCNC(=O)C(c1ccc(O)cc1)N(Cc1cccs1)C(=O)C1COc2ccccc2O1 (centres undefined)	-3.8%	-3.4%[59 µM]	5.6%	17.2%	-26.7%	-3.9	0.2%	-7.6%	-21.2%
O=C1Nc2ccccc2C1C(C[N+](=O)[O-])c1ccccc1 (centres undefined)	10.1%	20.2%	29.7%	-0.5%	3.1%	-4.1	-8.2%	-0.8%	-2.4%
COc1cccc(CNC(=S)Nc2ccc(Cl)cc2C)c1	0.3%	66.8%[activator]	28.7%	-3.1%	3.9%	2.8	-18.2%	-2.4%	-13.6%
